JMJD2C inh: inhibitors of human GASC-1 (JMJD2C) demethylase; Q9H3R0; GST-JMJD2C(1-420) H3K9me3 demethylation, DELFIA europium; inhibition, % at 2.35 µM; 330,000 tested, 0.069% active;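 active means more than half of a compound's replicate wells show inhibition beyond 50%, single wells judged on their own value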;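 further: signal counts dimethyl H3K9 product captured on neutravidin plate; 0% = median of DMSO wells and 100% = 0.3 times that DMSO median; strong numbers were not always called active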
HCV core dimer: blocks dimerization of HCV core protein; TR-FRET GST/Flag-core106 dimerization, 1536-well; inhibition, % at 5 µM; 300,000 tested, 0.33% active; AID 1899;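 active means inhibition above the mean of all tested compounds plus 3 SD, set per screening campaign, cut at about 45% in these data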
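assay system = GST-tagged and Flag-tagged HCV core protein residues 1-106 | controls = unlabelled core106 and no-GST-core106 wells | incubation = compound-protein-antibody incubation 4 h at 22.5 °C | probe or stimulus = Eu donor and XL665 acceptor anti-tag antibodies | read-out = % inhibition based on acceptor/donor emission ratio | signal = TR-FRET 671 and 617 nm emission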
VLA-4 inh: inhibition in a human VLA-4 binding assay | inhibition, % (about 7 µM as worked out from the volumes in the protocol) | 330,000 tested, 0.2% active | P13612 | VLA-4 expressing cells, ligand binding flow cytometry; in the data active means inhibition above about 50%
procasp3 activ: activators of human procaspase-3. P42574. recombinant procaspase-3 D3A, Ac-DEVD-pNA absorbance 405 nm. activation, % at 8.5 µM. 330,000 tested, 0.11% active;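 active means activation above the mean of all tested compounds plus 3 SD, cut at about 21% in these data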;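 further: 0% = DMSO alone and 100% = DMSO wells spiked with extra 5 µM PC-3 D3A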
Target sequence (P42574 whole entry D9A/D28A/D175A): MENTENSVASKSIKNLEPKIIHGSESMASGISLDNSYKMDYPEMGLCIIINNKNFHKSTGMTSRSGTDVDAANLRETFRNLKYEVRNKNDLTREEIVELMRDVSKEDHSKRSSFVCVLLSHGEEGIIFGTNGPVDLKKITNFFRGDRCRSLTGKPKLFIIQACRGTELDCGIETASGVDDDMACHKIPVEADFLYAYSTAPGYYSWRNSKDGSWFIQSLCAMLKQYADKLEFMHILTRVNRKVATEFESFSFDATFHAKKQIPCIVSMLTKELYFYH
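Test system: Procaspase-3 D3A mutant, all three cleavage aspartates alanine | Dosing: Single dose, 8.5 µM nominal compound, 0.8% DMSO | Schedule: 1 h preincubation, 2 h reaction | Technique: 405 nm absorbance of p-nitroaniline, reads at 0 and 120 min | Repeats: One well per compound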
procasp7 counter: counter-screen for procaspase-3 activators: activators of human procaspase-7. 330,000 tested, 0.093% active. recombinant procaspase-7, Ac-DEVD-pNA absorbance 405 nm; D23A/D198A/D206A triple mutant, cannot self-cleave; scale: DMSO 0, 5 µM enzyme 100. P55210. activation, % at 8.5 µM. AID 463210;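 active means percent activation above the screen-wide mean plus 3 SD, cut at about 25% in these data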
Target sequence (P55210 whole entry D23A/D198A/D206A): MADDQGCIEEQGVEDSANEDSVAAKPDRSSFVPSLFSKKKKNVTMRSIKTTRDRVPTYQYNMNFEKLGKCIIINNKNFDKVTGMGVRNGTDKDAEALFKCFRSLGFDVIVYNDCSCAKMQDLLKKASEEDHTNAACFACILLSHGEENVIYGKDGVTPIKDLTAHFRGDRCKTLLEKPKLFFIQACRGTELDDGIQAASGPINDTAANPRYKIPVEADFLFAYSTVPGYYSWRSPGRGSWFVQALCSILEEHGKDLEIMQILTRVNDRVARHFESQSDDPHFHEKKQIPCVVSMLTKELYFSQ
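System: Procaspase-7 triple mutant (PC-7 D3A); measure: % activation from two-timepoint absorbance difference, scaled to controls; times: 1 h compound preincubation, 2 h substrate cleavage, 25 °C; also added: Ac-DEVD-pNA substrate, 400 µM as added; measured by: Epi-absorbance of released pNA at 405 nm, two timepoints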
PP1 counter: PP1-alpha (human) inhibition in PP5 counter-screen; P62136; purified PP1alpha, OMFP fluorescence; inhibition, % at 6.7 µM; 320,000 tested, 0.9% active;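 active means inhibition above the mean inhibition of all tested compounds plus 3 SD, computed separately for each screening campaign, cut at about 15% in these data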
GRK2 aptamer HTS: blocks RNA aptamer binding to human GRK2 | P25098 | bead flow cytometry, FAM-aptamer displacement from GRK2 | inhibition of aptamer binding, % at 10 µM | 330,000 tested, 0.59% active | AID 488847;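 active means inhibition of aptamer binding above 40%, roughly 3 SD of noise, on plates passing a quality check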;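 further: median bead fluorescence of bound FAM aptamer so fluorescent compounds give negative values; no value below 0 was filed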
CTSL1 counter: cathepsin L1 inhibition, PFM18AAP counter-screen; inhibition, % at 5.96 µM; recombinant F. hepatica cathepsin L1, Z-Leu-Arg-MCA fluorescence; 300,000 tested, 0.49% active; AID 1906;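 active means inhibition above the mean of all tested compounds plus 3 SD, set per screening campaign, cut at about 17% in these data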;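 further: 0% = plate median of test compound wells and 100% = 1 µM Z-Phe-Ala-diazomethylketone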
PP5 primary: blocks human protein phosphatase 5 activity | P53041 | purified PP5c, OMFP substrate fluorescence | inhibition, % at 6.7 µM | 320,000 tested, 0.18% active | AID 1987;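 active means inhibition above the campaign's mean inhibition across all tested compounds plus 3 SD, cut at about 9.5% in these data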;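 further: 0% = DMSO only and 100% = 100 µM cantharidin control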
Target sequence (P53041 whole entry, looked up): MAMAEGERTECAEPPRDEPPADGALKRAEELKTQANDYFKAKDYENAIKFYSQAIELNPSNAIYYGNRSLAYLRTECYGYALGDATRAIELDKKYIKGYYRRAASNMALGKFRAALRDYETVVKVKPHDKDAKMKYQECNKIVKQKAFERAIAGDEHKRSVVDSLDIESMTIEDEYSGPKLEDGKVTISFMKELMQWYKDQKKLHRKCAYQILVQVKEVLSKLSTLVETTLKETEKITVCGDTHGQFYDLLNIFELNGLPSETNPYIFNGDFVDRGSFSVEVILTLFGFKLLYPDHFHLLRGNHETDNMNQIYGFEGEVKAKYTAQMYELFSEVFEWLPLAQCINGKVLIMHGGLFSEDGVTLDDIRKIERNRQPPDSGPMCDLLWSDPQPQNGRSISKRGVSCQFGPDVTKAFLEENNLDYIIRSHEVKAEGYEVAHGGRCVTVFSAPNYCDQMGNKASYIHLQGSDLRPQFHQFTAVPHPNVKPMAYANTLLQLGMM
An asterisk follows results filed as active; i = inactive; · = no result given; & = joins results of further samples.

SMILES	JMJD2C inh	HCV core dimer	VLA-4 inh	procasp3 activ	procasp7 counter	PP1 counter	GRK2 aptamer HTS	CTSL1 counter	PP5 primary
CCOc1ccc2nc(NC(=O)c3ccc(OCC4CCCO4)cc3)sc2c1 (stereo not given)	-0.6	4.2	-2.9	-0.2	2.9	1.0	0.0	1.0	0.7
CCOC(=O)C1CCCN(Cc2cc(Br)c(OC)cc2OC)C1 (stereo not given)	-3.1	-6.2	6.8	6.9	6.4	-2.3	5.0	1.7	3.7
CCCn1c(CCC(=O)O)nc2cc(S(N)(=O)=O)ccc21	-0.1	-1.2	·	4.5	-1.5	-2.2	1.0	-4.5	2.5
N#CCCN(Cc1ccccc1)C(=S)Nc1ccccc1	-4.1	-4.0	11.1	-2.0	1.0	2.2	2.0	-5.1	1.3
CC1=Nc2cc(C(=O)O)ccc2Sc2ccc(Br)cc21	8.7	18.2	27.4	-1.5	-8.1	8.4	0.0	0.6	3.3
Cn1c(CCN2CCOCC2)nc2cc(NC(=O)COc3ccccc3)ccc21	17.6	2.4	2.9	3.1	5.3	-1.2	2.0	-0.5	1.0
CCOC(=O)Cn1c(=NC(=O)CSC(C)=O)sc2cc(F)ccc21	5.1	13.9	-3.6	7.9	-0.7	-2.4	0.0	-16.4	1.5
COc1ccc(S(=O)(=O)Cc2ccc(C(=O)N3CCN(c4cc(Cl)ccc4C)CC3)o2)cc1	13.6	13.2	-7.2	5.9	-3.9	-3.8	2.0	5.8	7.3
COc1ccccc1NCc1ccc([N+](=O)[O-])s1	-5.9	-3.4	6.2	1.3	-4.8	-1.8	1.0	-0.8	1.5
CCC(C(=O)NCc1ccco1)N(C(=O)CNS(=O)(=O)c1ccc(F)cc1)c1ccccc1F (stereo not given)	4.7	-12.4	9.5	3.9	0.1	5.2	2.0	-0.4	2.1
COc1ccc(NC(=O)CSc2nnc(-c3ccc(C)cc3)n2N)cc1	-29.0	-0.1	6.7	-1.4	-10.3	-2.5	2.0	2.0	0.7
COCCCNC(=O)C1CC(=O)N(c2ccc(C)cc2)C1 (stereo not given)	5.4	-4.1	42.8	1.2	-11.4	73.3*	0.0	0.3	-1.3
Cc1nc(N)c(Br)c(C)c1Br	42.8	12.4	8.9	1.6	0.1	2.8	0.0	-2.3	0.2
O=C(NNC(=O)c1cc(-c2cccc(Br)c2)nc2ccccc12)c1csc(N2CCOCC2)n1	-4.0	8.1	9.0	3.6	11.4	5.1	2.0	2.9	0.7
COc1ccccc1C(C)NC(=O)Cc1ccc(S(=O)(=O)N2CCOCC2)s1 (stereo not given)	-19.8	-1.9	-4.0	6.0	-2.5	-4.9	0.0	1.5	1.0
CCN1CCN(Cc2c(O)ccc3c2O/C(=C\c2ccccc2)C3=O)CC1	3.6	11.9	28.9	-14.7	-6.5	1.4	1.0	3.1	-1.2
O=C(COC(=O)c1cc(=O)[nH]c2ccccc12)Nc1nc(-c2cccc(Br)c2)cs1	-20.6	21.7	8.9	0.8	6.2	7.0	1.0	-4.5	2.8
Cc1c(-n2cccc2C=O)cccc1[N+](=O)[O-]	7.4	3.6	2.2	2.6	6.0	-3.1	3.0	-0.6	0.4
COC(=O)CC1COc2ccccc2N1C(=O)c1cc(OC)c(OC)c(OC)c1 (stereo not given)	-42.5	-12.4	-10.5	1.3	9.4	-0.3	0.0	4.1	0.8
CN(c1ccccc1C(=O)NCc1ccccc1Cl)S(=O)(=O)c1ccccc1	-13.3	-6.7	12.3	7.6	12.8	-2.3	·	-2.0	0.0
CCSc1ccc([C@@H]2[C@@H]3C(=O)N(C)C(=O)[C@@H]3[C@]3(C(=O)OC)CCCCN23)cc1OC	·	·	19.1	5.7	-0.9	·	5.0	·	·
CCCC1Cc2[nH]c(=O)c(C#N)cc2CO1 (stereo not given)	0.3	1.8	2.4	8.5	3.0	-6.5	1.0	0.4	-0.4
CCCCCC(=O)Nc1ccc(S(=O)(=O)Nc2nccc(C)n2)cc1	8.5	1.3	4.0	8.7	-1.9	-0.9	0.0	0.4	2.0
O=C(CSc1nnc(Cc2ccc3c(c2)OCO3)n1C1CCCCC1)NC1CCCC1	-5.5	6.7	4.7	-12.6	6.2	3.5	0.0	4.7	-0.1
CCOc1ccc(S(=O)(=O)N2CCC(C(=O)N3CCCCCC3)CC2)cc1C	15.6	4.9	3.8	-5.1	5.0	-1.1	1.0	1.5	3.2

The list continues.
SMILES	JMJD2C inh	HCV core dimer	VLA-4 inh	procasp3 activ	procasp7 counter	PP1 counter	GRK2 aptamer HTS	CTSL1 counter	PP5 primary
COC(=O)c1cc(S(=O)(=O)N2CCN(c3ccc(F)cc3)CC2)cn1C	1.4	1.1	11.1	8.3	7.9	-2.4	2.0	0.4	0.9
COC(=O)c1c(N2C(=O)Nc3ccccc3N2O)sc(C)c1C	0.9	-0.9	0.7	0.0	8.7	-5.4	2.0	0.9	2.0
CCCN1C(=O)c2ccccc2NC1c1ccc(OC)cc1O (stereo not given)	-2.0	1.6	1.0	0.9	-4.0	-2.8	0.0	-4.7	1.6
NCCCC[C@H](N[C@@H](CCc1ccccc1)C(=O)O)C(=O)N1CCC[C@H]1C(=O)O	i	4.2&5.7	47.9&5.6	-0.7&2.1	14.4&-1.4	-4.0&-0.5	0.0&4.0	-6.8&-7.0	-4.0&-1.2
COc1cccc(CSc2nc3cc4c(cc3cc2C)OCCO4)c1	-0.6	-132.5	-5.5	4.5	0.4	-1.4	1.0	1.3	-1.1
CCOc1cc(CNC(C)(C)CO)cc(Br)c1OCc1ccc(Cl)cc1Cl	-7.0	-12.6	21.1	2.9	4.4	4.8	0.0	-1.1	0.7
O=C(O)/C=C/C(=O)NNc1ncnc2ccccc12	-0.9	-1.2	-1.3	-3.4	-19.2	-3.2	0.0	1.3	-0.2
COc1ccc(OC)c(NC(=O)Nc2cccc3ccccc23)c1	-2.6	-3.0	10.3	-3.5	-7.4	0.1	1.0	1.9	3.8
CCCN(CC1CC1)C(=O)CSc1ncnc2sccc12	15.0	0.8	28.0	4.4	8.6	3.4	1.0	-1.1	-0.8
N#Cc1ccccc1Sc1ccccc1N	0.7	-2.5	-6.0	5.6	-6.1	-5.1	1.0	1.2	-0.5
COC(=O)c1ccccc1-c1ccc(C(c2c(C)[nH][nH]c2=O)c2c(C)[nH][nH]c2=O)o1	4.6	-5.6	6.2	-18.7	-13.5	-1.9	1.0	4.3	1.1
COc1ccc(O)c(CN2CCC(n3nccc3NC(=O)CCOc3ccccc3)CC2)c1	-6.1	-0.1	18.1	2.0	4.0	1.0	1.0	-0.6	3.1
CN(C)C(=O)CN1CCN(Cc2cn(C)nc2-c2ccc3c(c2)OCCO3)CC1	-2.8	-3.4	6.4	6.1	-0.1	-1.3	0.0	-4.8	3.4
CC(C)N1C(=O)CCC1C(=O)O (stereo not given)	-4.8	3.1	20.9	1.4	4.7	-5.0	0.0	-2.4	-1.0
CC(C)Cn1c(SC(C)C(=O)NCC2CCCO2)nc2ccc(Cl)cc2c1=O (stereo not given)	9.4	·	-4.9	6.4	-4.9	-1.5	0.0	·	0.1
N#CCCN(C(=O)COC(=O)CCC(=O)c1cccs1)c1ccccc1	-4.3	·	4.5	1.6	9.1	·	0.0	·	·
C=CCn1c(C)cc(C(=O)COC(=O)c2ccc3c(c2)NC(=O)CS3)c1C	3.8	39.2	0.3	-8.0	-3.9	3.8	0.0	-4.4	1.9
COc1ccc(CCNC(=O)c2cc3c(=O)n(C)c4ccccc4c3n2C)cc1OC	-7.1	-3.9	-6.0	1.1	-0.8	-2.5	0.0	2.5	0.8
Cc1ccsc1/C=N/NC(=O)c1ccc(-n2cccc2)cc1	-6.8	23.6	4.0	-1.0	-0.1	2.5	4.0	3.1	3.8
CC(=O)c1c(C)[nH]c(C(=O)Nc2cc(C)cc(C)c2)c1C	5.2	1.9	16.4	-7.8	5.9	-3.6	3.0	-1.7	1.0
O=C(CSc1nnc(CNC(=O)c2ccccc2F)o1)NCc1ccccc1	7.0	-2.2	-3.0	10.5	7.7	0.0	1.0	0.2	0.3
CCOc1ccc(CN2CCN(C(=O)c3ccco3)CC2)cc1	4.3	2.8	1.7	-1.7	1.3	-3.5	2.0	1.2	1.4
Cc1ccccc1NC(=O)CN1C(=O)NC(C)(CCc2ccccc2)C1=O (stereo not given)	7.8	1.4	5.9	6.0	-1.4	-3.5	0.0	-1.9	-1.0
Cc1ccc(-c2nnc(N3CCN(C(=O)CN4C(=O)c5ccccc5C4=O)CC3)c3ccccc23)cc1	-12.6	1.3	8.3	-0.6	-2.9	-1.9	14.0	1.3	-1.1
COc1ccc(N2CC(O)=C(c3nc(-c4ccc(F)cc4)cs3)C2=N)cc1	-1.0	5.1	1.7	-0.4	-2.1	2.3	0.0	-0.5	1.6

Nothing new here: five of the compounds above.
SMILES	JMJD2C inh	HCV core dimer	VLA-4 inh	procasp3 activ	procasp7 counter	PP1 counter	GRK2 aptamer HTS	CTSL1 counter	PP5 primary
COC(=O)c1cc(S(=O)(=O)N2CCN(c3ccc(F)cc3)CC2)cn1C	1.4	1.1	11.1	8.3	7.9	-2.4	2.0	0.4	0.9
COC(=O)c1c(N2C(=O)Nc3ccccc3N2O)sc(C)c1C	0.9	-0.9	0.7	0.0	8.7	-5.4	2.0	0.9	2.0
CCCN1C(=O)c2ccccc2NC1c1ccc(OC)cc1O (stereo not given)	-2.0	1.6	1.0	0.9	-4.0	-2.8	0.0	-4.7	1.6
NCCCC[C@H](N[C@@H](CCc1ccccc1)C(=O)O)C(=O)N1CCC[C@H]1C(=O)O	i	4.2&5.7	47.9&5.6	-0.7&2.1	14.4&-1.4	-4.0&-0.5	0.0&4.0	-6.8&-7.0	-4.0&-1.2
COc1cccc(CSc2nc3cc4c(cc3cc2C)OCCO4)c1	-0.6	-132.5	-5.5	4.5	0.4	-1.4	1.0	1.3	-1.1

(cont.)
SMILES	JMJD2C inh	HCV core dimer	VLA-4 inh	procasp3 activ	procasp7 counter	PP1 counter	GRK2 aptamer HTS	CTSL1 counter	PP5 primary
O=c1[nH]c(N/N=C\c2ccc(F)cc2)nc2ccccc12	8.2	-4.2	0.4	30.4*	22.3	0.4	0.0	4.4	2.1
Cc1ccc(NC(=O)c2nc[nH]c2C(=O)NCCCNC(=O)c2[nH]cnc2C(=O)Nc2ccc(C)cc2)cc1	3.6	·	-5.7	-4.2	6.0	·	4.0	·	·
Cc1nc(SCC(=O)c2ccc(F)cc2)c([N+](=O)[O-])[nH]1	-8.1	-4.3	-12.6	-6.9	-8.4	-3.5	2.0	1.9	-3.0
CN(C(=O)CN1C(=O)NC(c2ccccc2)(c2ccccc2)C1=O)C1CCS(=O)(=O)C1 (stereo not given)	12.6	·	10.5	-6.7	4.5	-2.8	0.0	·	0.1
COC(=O)c1ccc(CNC(=O)c2ccc(S(=O)(=O)N(C)c3ccccc3OC)cc2)cc1	-0.7	·	5.3	8.1	3.8	-2.0	1.0	·	1.9
CCOC(=O)CSc1ncc(-c2ccccc2)nn1	-3.2	-0.7	16.3	-3.8	-0.8	-0.9	2.0	-1.4	0.7

Compound activity as filed in PubChem BioAssay.
